Screening data as filed in PubChem BioAssay.
F508del corr – correctors of CFTR F508del function in bronchial epithelial cells; CFBE cells, YFP halide quenching; stimulated with forskolin plus potentiator P3; % fluorescence drop versus neutral controls; activity (quench increase), % at 7.58 µM; 350,000 compounds, 0.36% hits; AID 720511;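 active = mean added fluorescence quench of at least 8% versus neutral control, with both replicates also reaching 8%; inconclusive = only one of the mean or replicate conditions met; inactive = mean below 8% and not both replicates reaching 8%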;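 also: cells transiently co-express mutant CFTR-F508del with the halide-sensitive YFP; corrector assay measuring rescue of mutant channel to the surface after 24 h compound exposure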
DENV2 CPE rescue – protects cells from dengue virus 2 cytopathic effect. CPE inhibition, % at 9.99 µM. DENV2-infected cells, cytopathic effect rescue, plate reader. 350,000 compounds, 1.7% hits. AID 651640; in the data active = CPE inhibition above about 20%, passing the limit was not always enough; inconclusive = no clear call, values can overlap the other calls; tested in BHK-21 cells;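 also: 0% = median of neutral control wells and 100% = median of positive control wells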
EWS-Fli inh – inhibitors of EWS/Fli oncoprotein transcriptional activity; 350,000 compounds, 0.67% hits; inhibition, % at 12.6 µM; A673 NR0B1-luciferase reporter, viability-normalised; AID 651661;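 active = mean inhibition of at least 50% after viability correction, with every replicate also passing that limit; inconclusive = mean reaches 50% but only one of two replicates passes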;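 also: firefly luciferase signal divided by Alamar Blue viability fluorescence both relative to DMSO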
PAX8 inh HTS – lowers PAX8-driven luciferase in RMG-I cells | RMG-I TPO-luciferase reporter, SteadyGlo, 24 h | inhibition, % at 12.6 µM | 360,000 compounds, 1.2% hits | AID 652154;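 active = mean replicate inhibition at least 60% with every replicate also reaching 60%; inconclusive = only one of the two criteria is met; inactive = mean below 60% and not all replicates reaching 60%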;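 also: luciferase light reporting Pax8 driven TPO promoter activity; plate controls were median of neutral control wells for no effect and mitoxantrone controls for full effect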
miR122 inh – inhibitors of miR-122 in Huh7 cells; Huh7 miR-122 Renilla luciferase sensor, 48 h; neutral wells = 0, positive control = 100; activation (reporter increase), % at 12.5 µM; 340,000 compounds, 0.3% hits; AID 602342;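 active = mean replicate activation score at least 90 and every replicate individually at or above 90; inconclusive = only one of the two criteria met; inactive = neither criterion met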;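 also: higher luciferase means less miR-122 activity so hits act as miR-122 inhibitors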
GSIS activator – primary screen for activators of insulin secretion dependent on glucose, INS-1E cells, GLuc reporter luminescence. INS-1E GLuc reporter insulin secretion, 2-3 h. activation, % at 16.6 µM. 370,000 compounds, 0.61% hits. AID 743287;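 active = lowest replicate activation of at least 40%, so every replicate reaches that level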;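 also: 0% = median of neutral control wells and 100% = median of IBMX positive control wells; some compounds called inactive have numbers as strong as hits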
FN deposition inh – fibronectin deposition inhibition. AH1F fibroblasts, Alexa488-fibronectin deposition fluorescence, overnight. inhibition, % at 12.6 µM. 350,000 compounds, 0.086% hits. AID 743247;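 active = mean inhibition across replicates of 30% or more, regardless of how many single replicates reach that level; inconclusive = mean under 30% yet at least half of replicates reach 30%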;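 also: positive control wells lacked labelled fibronectin entirely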
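Material – AH1F fibroblast monolayer, labelled fibronectin deposition · Reagent – labelled fibronectin 24 nM · Timing – 1 h adhesion, overnight exposure · Measured by – fluorescence at 485 nm excitation, 525 nm emission · Read-out – inhibition of fibronectin deposition signal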
Starred values were filed as active, the others as inactive; & = joins results of further samples; [ ] = another dose, or the depositor's remark. No enrichment for hits; overall some 3.9% were active at least once.

COc1cccc(C(=O)Nc2ccc3c(c2)C(=O)N(C)[C@H]2CC[C@H](CC(=O)NCC(F)(F)F)O[C@@H]2CO3)c1 was read as F508del corr 2.2, DENV2 CPE rescue 1, EWS-Fli inh -5, PAX8 inh HTS -5, miR122 inh -18[16.7 µM], GSIS activator 2 and FN deposition inh -2.
`CC(C)C(c1nnnn1Cc1ccccc1)N1CCc2ccccc2C1` (stereo not given) gave F508del corr 4.0, DENV2 CPE rescue 4, EWS-Fli inh 2, miR122 inh -1 and GSIS activator -8.
Screening COc1ccc(S(=O)(=O)NCCc2nnc3ccc(SCC(=O)Nc4cc(C)on4)nn23)cc1 returned F508del corr 0.7, DENV2 CPE rescue -1, EWS-Fli inh 8, PAX8 inh HTS 8, GSIS activator 0 and FN deposition inh 4.
`CC(C)(C)OC(=O)NN1CC(=O)N2Cc3[nH]c4ccccc4c3C[C@H]2C1=O` gave F508del corr -2.1, DENV2 CPE rescue 15, EWS-Fli inh -12, PAX8 inh HTS 2, miR122 inh 4, GSIS activator 8 and FN deposition inh 0.
For CC(C)C#Cc1ccc2c(c1)O[C@@H](CN(C)Cc1cccnc1)[C@@H](C)CN([C@@H](C)CO)S2(=O)=O the results were F508del corr 4.2, DENV2 CPE rescue -11, EWS-Fli inh 9, PAX8 inh HTS -2, miR122 inh 1[16.7 µM], GSIS activator -24 and FN deposition inh 11.
Screening NNC(=O)c1cccc(COc2ccc3c(c2)CCC3)c1 returned PAX8 inh HTS 46, GSIS activator -15 and FN deposition inh -5.
COc1ccc(CC(=O)NCc2cccc(Cl)c2)cc1S(=O)(=O)N1CCOCC1 was read as F508del corr -1.4, DENV2 CPE rescue inconclusive, EWS-Fli inh -2, PAX8 inh HTS 0, miR122 inh 1, GSIS activator -14 and FN deposition inh 6.
`CNC[C@H]1OCCCC[C@@H](C)Oc2ccc(NC(=O)NC(C)C)cc2C(=O)N([C@@H](C)CO)C[C@H]1C` gave F508del corr -0.2, DENV2 CPE rescue -5, PAX8 inh HTS -9, miR122 inh -4[16.7 µM], GSIS activator 19 and FN deposition inh -3.
Screening CC(C)[C@H](NC(=O)c1ccccc1F)C(=O)OCC(=O)Nc1sccc1C(N)=O returned F508del corr 0.5, DENV2 CPE rescue 1, EWS-Fli inh 7, PAX8 inh HTS 14, GSIS activator -10 and FN deposition inh 3.
Screening CCOCCCNC(=O)c1cn(CC)c2ccc(S(=O)(=O)N3CCCC3)cc2c1=O returned F508del corr -1.3, DENV2 CPE rescue 10, PAX8 inh HTS -1, miR122 inh -8, GSIS activator 5 and FN deposition inh 1.
Screening Cc1ccc(C(=O)N2CC=C(c3ccccc3)CC2)s1 returned F508del corr -1.6, DENV2 CPE rescue 11, EWS-Fli inh -18, PAX8 inh HTS -16, miR122 inh -12, GSIS activator -14 and FN deposition inh -6.
Screening CC1=C(C(=O)N2CCOCC2)CC(CC(=O)NC2CCCCC2)C(=O)N1Cc1ccc(C(C)(C)C)cc1 (stereo not given) returned F508del corr 1.2, DENV2 CPE rescue -15, EWS-Fli inh -5, PAX8 inh HTS -3, miR122 inh -2, GSIS activator -26 and FN deposition inh 2.
For CCOC(=O)c1nn(-c2ccc(Cl)cc2)c(C)cc1=O the results were F508del corr 2.6, DENV2 CPE rescue 4, EWS-Fli inh 5, PAX8 inh HTS 13, miR122 inh 0, GSIS activator 13 and FN deposition inh 0.
CCCN1CCN(S(=O)(=O)c2ccc3c(c2)CC(C)N3C(=O)C2CC2)CC1 (stereo not given) was read as F508del corr 0.5, DENV2 CPE rescue -2, PAX8 inh HTS 2, miR122 inh -2, GSIS activator 11 and FN deposition inh -3.
CCOc1c2ccoc2nc2c(OC)c(OC)ccc12 was read as F508del corr 3.8, DENV2 CPE rescue -4, EWS-Fli inh -64, miR122 inh -3 and GSIS activator 5.
`O=C(NCCCN1CCCC1=O)c1ccc(NS(=O)(=O)c2cccc([N+](=O)[O-])c2)cc1` gave F508del corr -1.7, DENV2 CPE rescue 10, EWS-Fli inh -1, PAX8 inh HTS 1, GSIS activator -11 and FN deposition inh 7.
`COc1ccc(CN(C)C[C@H]2OCCCC[C@@H](C)Oc3ccc(NC(=O)CCC(F)(F)F)cc3C(=O)N([C@H](C)CO)C[C@H]2C)cc1` gave F508del corr 1.8, DENV2 CPE rescue -1, EWS-Fli inh 1, PAX8 inh HTS 5, miR122 inh 1[16.7 µM] and GSIS activator -16.
Screening C[C@H]1CN([C@@H](C)CO)C(=O)c2cccc(NS(=O)(=O)c3cn(C)cn3)c2O[C@H]1CN(C)Cc1ccncc1 returned F508del corr -2.6, DENV2 CPE rescue 11, EWS-Fli inh 1, PAX8 inh HTS 17, miR122 inh -1[16.7 µM] and GSIS activator 13.
`CCS(=O)(=O)c1ccccc1C(=O)NC1CCCc2ccccc21` (stereo not given) gave F508del corr 0.9, DENV2 CPE rescue 2, EWS-Fli inh 14, PAX8 inh HTS 25, miR122 inh 5, GSIS activator 11 and FN deposition inh 4.
Screening Nc1sc2c(c1C(=O)NCCc1ccccc1)CCC2 returned F508del corr -2.6, EWS-Fli inh -4, PAX8 inh HTS -1, miR122 inh 5, GSIS activator -1 and FN deposition inh -1.
`O=c1c2c(nc3cc(-c4cccc(F)c4)[nH]n13)CCC2` gave F508del corr -4.3, DENV2 CPE rescue -7, EWS-Fli inh -39, PAX8 inh HTS -94, miR122 inh -1, GSIS activator 9 and FN deposition inh 2.
`O=C(COC(=O)CCc1c[nH]c(=O)[nH]1)Nc1cccc(Cl)c1` gave F508del corr 2.0, DENV2 CPE rescue 8, EWS-Fli inh 16, miR122 inh 0 and GSIS activator -6.
Screening CNC[C@H]1Oc2ccc(NC(=O)Nc3ccc(F)cc3)cc2CC(=O)N([C@@H](C)CO)C[C@@H]1C returned F508del corr -0.4, DENV2 CPE rescue -5, EWS-Fli inh -3, PAX8 inh HTS -10, miR122 inh 0[16.7 µM], GSIS activator 21 and FN deposition inh 1.
Cc1cc(C)cc(NC(=O)C2CCCN(S(=O)(=O)c3cnc[nH]3)C2)c1 (stereo not given) was read as F508del corr -1.4, DENV2 CPE rescue -1, EWS-Fli inh -10, PAX8 inh HTS -10, GSIS activator 7 and FN deposition inh -1.
`O=C(Nc1cccc(F)c1)N1CC(=O)N2[C@H](CO)[C@@H](c3ccc(C#CC4CC4)cc3)[C@H]2C1` gave F508del corr 3.2, DENV2 CPE rescue -4, EWS-Fli inh 7 and GSIS activator -4.
`COc1ccc(-c2ccc(C3[C@H]4CNC[C@@H]3N4C(=O)Nc3ccc(F)cc3)cc2)cc1` (stereo not given in full) gave F508del corr 5.0&-4.1, DENV2 CPE rescue -9&-1, EWS-Fli inh 11, PAX8 inh HTS -9, GSIS activator 15&-20 and FN deposition inh -4&1.
Screening COc1ccccc1NC(=O)c1cc2c(CO)cnc(C)c2oc1=Nc1cc(OC)c(OC)c(OC)c1 returned F508del corr -1.8, DENV2 CPE rescue 1, EWS-Fli inh -3, PAX8 inh HTS 19, miR122 inh -1 and FN deposition inh 17.
`CN(C(=S)SCc1ccccc1)C1CCS(=O)(=O)C1` (stereo not given) gave F508del corr 0.1, DENV2 CPE rescue inconclusive, EWS-Fli inh -3, PAX8 inh HTS -8, GSIS activator -5 and FN deposition inh 8.
O=C(CC(F)(F)F)N1C[C@H]2[C@@H](c3ccccc31)[C@@H](CO)N2CC1CCCCC1 was read as F508del corr -5.2, DENV2 CPE rescue inconclusive, EWS-Fli inh -5, PAX8 inh HTS 7, miR122 inh 8[16.7 µM] and GSIS activator -3.
For O=C(NC1CCCCC1)N1[C@@H]2CNC[C@H]1C2c1ccc(-c2cccnc2)cc1 (stereo not given in full) the results were F508del corr -3.1&1.5, DENV2 CPE rescue 8&-5, EWS-Fli inh 0, GSIS activator 13&5 and FN deposition inh -5&0.
Screening CCSc1nnc2nc3[nH]c4c(C)cccc4c3nn12 returned DENV2 CPE rescue -10, EWS-Fli inh -43, PAX8 inh HTS -17, miR122 inh -1 and GSIS activator -7.
Screening Cc1nc(CSc2ccc(Cl)cc2)cs1 returned F508del corr -0.5, DENV2 CPE rescue 0, EWS-Fli inh -50, PAX8 inh HTS -16, miR122 inh -1, GSIS activator 8 and FN deposition inh -4.
CCCOc1ccc(F)cc1-c1cc(C(=O)NCc2ccco2)[nH]n1 was read as F508del corr 1.7, DENV2 CPE rescue -5, EWS-Fli inh 3, PAX8 inh HTS 4, miR122 inh 9, GSIS activator -5 and FN deposition inh -11.
`O=C1/C(=C\c2cccnc2)Sc2ccccc21` gave F508del corr -0.2, DENV2 CPE rescue -23, EWS-Fli inh -24, PAX8 inh HTS -9, GSIS activator 14 and FN deposition inh -2.
`C[C@@H]1CN([C@H](C)CO)C(=O)c2cc(NS(=O)(=O)c3ccccc3)ccc2O[C@H]1CN(C)Cc1ccncc1` gave F508del corr -0.1, DENV2 CPE rescue 4, EWS-Fli inh -3, PAX8 inh HTS -6, miR122 inh 4[16.7 µM], GSIS activator 7 and FN deposition inh -12.
O=C1/C(=C/c2ccccc2)SC(=S)N1CC(=O)N1CCCCC1c1cccnc1 (stereo not given) was read as F508del corr -4.4, DENV2 CPE rescue 1, PAX8 inh HTS 90*, GSIS activator 19 and FN deposition inh 10.
`Cc1cc(C)cc(NC(=O)NC2CCN(CC(=O)Nc3cccc(Cl)c3C)CC2)c1` gave F508del corr -2.4, DENV2 CPE rescue -4, EWS-Fli inh 21, PAX8 inh HTS -15, miR122 inh -10 and FN deposition inh 8.
`CC(=O)Nc1cccc(OCCCNC(=O)c2cccc3ccccc23)c1` gave F508del corr 0.6, DENV2 CPE rescue -3, EWS-Fli inh -27, PAX8 inh HTS 0, miR122 inh 0, GSIS activator -8 and FN deposition inh 2.
Screening CN1c2ccc(C#Cc3cccnc3)cc2[C@@H]2[C@@H](CCN2C(=O)C2CC2)[C@H]1CO returned F508del corr 1.4, DENV2 CPE rescue 5, EWS-Fli inh 0, PAX8 inh HTS 10, miR122 inh -1[16.7 µM], GSIS activator -20 and FN deposition inh 6.
Cc1ccc(C(=O)NNC(=O)c2ccc(NS(=O)(=O)c3cccs3)cc2)o1 was read as F508del corr 0.0, DENV2 CPE rescue 6, EWS-Fli inh 0, PAX8 inh HTS 1, miR122 inh 1, GSIS activator 21 and FN deposition inh -10.
COCC#Cc1ccc2c(c1)O[C@H](CN(C)Cc1ccncc1)[C@@H](C)CN([C@@H](C)CO)S2(=O)=O was read as F508del corr -0.8, DENV2 CPE rescue 3, EWS-Fli inh -18, miR122 inh 15[16.7 µM], GSIS activator -3 and FN deposition inh 4.
O=C(O)C1=CCC=CC1C(=O)O (stereo not given) was read as F508del corr 2.8, DENV2 CPE rescue 14, EWS-Fli inh -9, PAX8 inh HTS 0, GSIS activator 2 and FN deposition inh -1.
`c1ccc2c(c1)ncn2-c1ncnc2sc3c(c12)CCCC3` gave PAX8 inh HTS -7, miR122 inh 1 and FN deposition inh 1.
`CCOC(=O)c1ccc(NC(=O)CN2C(=O)CN(C(C)=O)C2=S)cc1` gave F508del corr 0.6, DENV2 CPE rescue -3, EWS-Fli inh -1, PAX8 inh HTS -4, miR122 inh 1, GSIS activator 5 and FN deposition inh -19.
For O=S(=O)(c1ccc(F)cc1)N1CCCCN2[C@H](C1)[C@H](c1ccc(C#CC3CC3)cc1)[C@@H]2CO the results were F508del corr -5.4, DENV2 CPE rescue -18, EWS-Fli inh 1, PAX8 inh HTS 13, miR122 inh -2[16.7 µM] and GSIS activator 9.
